# Compound activity as filed in PubChem BioAssay.
# FBW7 act: FBW7 E3 ligase activators, primary screen, biochemical, AlphaScreen, human; F-box/WD repeat-containing protein 7 (Homo sapiens), Q969H0; AlphaScreen FBW7–phospho-cyclin E peptide binding, activator screen; normalized activity (activation), % at 26.1 µM; actives 0.13% (n = 650,000); AID 1259310, 2017; in the data active = normalized activity above about 1.9%;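 note: purified mutant Fbw7 with reduced substrate affinity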
# Target sequence (Q969H0 whole entry, looked up): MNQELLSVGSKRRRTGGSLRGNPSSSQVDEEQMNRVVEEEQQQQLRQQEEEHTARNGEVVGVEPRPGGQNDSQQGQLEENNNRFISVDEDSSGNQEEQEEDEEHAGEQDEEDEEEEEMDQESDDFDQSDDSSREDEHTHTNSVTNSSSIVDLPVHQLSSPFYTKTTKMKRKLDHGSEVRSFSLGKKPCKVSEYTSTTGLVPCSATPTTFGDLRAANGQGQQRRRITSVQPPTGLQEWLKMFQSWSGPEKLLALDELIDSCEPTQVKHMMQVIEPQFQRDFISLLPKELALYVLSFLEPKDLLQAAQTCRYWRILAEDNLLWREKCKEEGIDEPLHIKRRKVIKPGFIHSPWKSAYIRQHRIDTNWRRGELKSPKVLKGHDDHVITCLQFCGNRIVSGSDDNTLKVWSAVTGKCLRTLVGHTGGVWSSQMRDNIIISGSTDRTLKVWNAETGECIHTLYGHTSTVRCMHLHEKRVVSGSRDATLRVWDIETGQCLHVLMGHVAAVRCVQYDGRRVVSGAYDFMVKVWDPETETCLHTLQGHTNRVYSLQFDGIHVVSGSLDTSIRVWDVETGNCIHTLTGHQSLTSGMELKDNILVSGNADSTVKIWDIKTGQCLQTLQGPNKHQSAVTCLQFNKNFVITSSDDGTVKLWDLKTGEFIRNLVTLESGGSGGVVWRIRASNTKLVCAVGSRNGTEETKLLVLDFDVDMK
# MITF inh: MITF inhibitors, primary screen, biochemical, AlphaScreen, human; AlphaScreen MITF homodimerization, bead proximity signal; inhibition, % at 2.6 µM; actives 0.91% (n = 650,000); AID 1259374, 2018; in the data active = inhibition above about 50%;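 note: 0% = vehicle wells with protein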
# TEAD-YAP block: TEAD-YAP interaction inhibition, primary screen, TEAD-YAP interaction inhibitor project, luminescence, HEK-TIYL cells. actives 1.4% (n = 640,000). inhibition, % at 9.12 µM. TEAD-Gal4/YAP UAS-luciferase luminescence; in the data active = inhibition above about 32%;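 note: 0% = median of test compound wells and 100% = reference inhibitor wells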
# GPR151 ag: activators of human GPR151, primary screen, cell-based, PathHunter beta-arrestin, luminescence | actives 1% (n = 650,000) | activation, % at 11.2 µM | PathHunter beta-arrestin GPR151 cells | G-protein coupled receptor 151 (Homo sapiens), Q8TDV0 | AID 1508602, 2020; in the data active = activation above about 4.9%;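 note: 0% = median of compound wells and 100% = cells with positive control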
# Target sequence (Q8TDV0 whole entry, looked up): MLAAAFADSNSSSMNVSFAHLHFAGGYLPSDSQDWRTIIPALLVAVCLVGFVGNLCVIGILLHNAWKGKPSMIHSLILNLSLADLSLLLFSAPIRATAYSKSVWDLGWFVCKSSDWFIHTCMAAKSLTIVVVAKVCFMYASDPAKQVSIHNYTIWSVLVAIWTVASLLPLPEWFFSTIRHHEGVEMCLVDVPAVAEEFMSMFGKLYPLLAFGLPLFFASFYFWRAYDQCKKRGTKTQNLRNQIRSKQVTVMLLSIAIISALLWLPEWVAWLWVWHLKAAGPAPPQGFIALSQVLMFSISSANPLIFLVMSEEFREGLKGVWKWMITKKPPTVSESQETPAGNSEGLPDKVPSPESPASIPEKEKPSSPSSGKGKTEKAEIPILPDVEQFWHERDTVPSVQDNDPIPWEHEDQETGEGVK
# An asterisk follows results filed as active; nt = no result given; & = joins results of further samples. Rows were taken by chance. Share with any hit: about 3.4%.
SMILES,FBW7 act,MITF inh,TEAD-YAP block,GPR151 ag
Cc1ccc(OC(=O)c2ccc(Cl)c(S(=O)(=O)N3CCOCC3)c2)cc1C,0.1,4,-8,-0.6
CCOc1ccccc1NC(=O)c1c(NC(=O)c2ccc(Br)cc2)sc2c1CCCCC2,0.8,2,6,-0.3
CCC(C)C(=O)NCc1nnc2n1CCN(Cc1cc(OC)cc(OC)c1)CC2 (centres undefined),0.2,4,13,1.2
CCOc1ccc(CCNC(=O)c2cc3c(=O)n(C)c4ccccc4c3n2C)cc1,0.0,-22,9,-0.3
COC(=O)CO/N=C/c1cc(C(C)(C)C)c(O)c(C(C)(C)C)c1,0.0,7,0,0.5
O=C(/C=C/c1ccccc1Cl)Nc1nnc(C(F)(F)F)s1,0.4,15,5,-0.9
CSc1ccc(C2NC(=S)NC(C)=C2C(=O)NCc2ccccc2)cc1 (centres undefined),0.0,17,11,-0.7
O=[N+]([O-])c1cc(S(=O)(=O)NCCN2CCOCC2)ccc1NCCCc1ccccc1,0.1,-2,15,1.0
CC(=O)N(Cc1cc2cc3c(cc2[nH]c1=O)OCCO3)CC1CCCO1 (centres undefined),-0.1,19,3,-0.4
Cc1ccc(SCCNC(=O)CCl)cc1,0.0,-1,43*,-0.2
CCOc1ccccc1C(=O)N1CCN=C1SC,0.6,11,17,-0.3
COc1ccc2oc(=Nc3cccc(C#N)c3)c(C(=O)NC(C)=O)cc2c1,-0.1,-8,-4,-1.0
COc1ccc(NC(=O)c2oc3ccccc3c2NC(=O)C(C)C)c(OC)c1,0.1,4,9,1.0
CCCCCn1c(SCC(=O)c2ccccc2)nc2cc(C(=O)NCc3ccco3)ccc2c1=O,0.0,-1,5,0.4
Cc1ccccc1NC(=O)CCN1C(=O)c2ccccc2C1=O,0.2,10,12,1.6
CCC(C)(C)NC(=O)C(c1ccco1)N(C(=O)c1csnn1)c1ccccc1F (centres undefined),-0.1,-5,1,0.8
CC1(NC(=O)CN2CCOCC2)CCCCC1c1ccc(O)cc1 (centres undefined),0.0,19,-3,0.8
CC1(C)CC(=O)C2=C(C1)N(c1ccc(Cl)cc1)C(N)=C(C#N)C2c1cccs1 (centres undefined),0.0,12,8,2.2
CCCN1CCc2c(sc3nc(SCC(=O)c4ccccc4)n(-c4ccccc4)c(=O)c23)C1,-0.2,5,1,-0.5
Cc1c(C(=O)Nc2c(F)cccc2F)sc2ncn(CC(=O)N3CCCCC3)c(=O)c12,0.0,1,5,-1.1
O=C(O)c1ccc(CNCc2cccnc2)cc1,0.3,14,-4,-2.3
CC(=O)C1=C(c2ccccc2)NC(=O)NC1c1ccc2c(c1)OCO2 (centres undefined),-0.1,-2,2,0.2
Cc1ccc(-c2csc(N(CCCN(C)C)C(=O)C3CC3)n2)cc1,0.0,7,-4,-0.6
CC(C)C(NS(=O)(=O)c1cccc2nsnc12)C(=O)Nc1ccc2c(c1)OCCO2 (centres undefined),-0.1,-8,-6,-0.6
Cc1ccc(S(=O)(=O)N2CC=C(C(=O)NCc3ccc4c(c3)OCO4)CC2)cc1,0.2,-4,6,0.5

# (more compounds)
SMILES,FBW7 act,MITF inh,TEAD-YAP block,GPR151 ag
CCCOc1ccc(N2CC(C(=O)NCCc3ccc(OC)c(OC)c3)CC2=O)cc1 (centres undefined),0.1,4,-10,-0.3
CC1(C)CC(=O)C2=C(C1)NC1=C(C(=O)c3ccccc31)C2c1cc(Br)ccc1O (centres undefined),-0.2,23,12,0.0
COc1cc(/C=C2\N=C(c3cc([N+](=O)[O-])ccc3Cl)OC2=O)cc(Br)c1OC(C)=O,0.0,1,1,0.7
CCCOc1ccc(CNC(=S)NCc2ccc(OC(C)C)cc2)cc1,0.0,-13,3,2.8
CN(C)c1ccnc(Cl)c1C#N,0.2,-26,5,-1.5
O=c1cc(-c2ccccc2)c2ccccc2[nH]1,0.1,30,-8,-1.8
CC(C)(c1ccccc1)c1ccc(OCC(=O)NC2CCCC2)cc1,1.9*,12,-4,0.5
CCCNC(=O)c1cnc(NCC)s1,0.5,17,-5,-1.7
S=c1nc(Cc2ccccc2)[nH][nH]1,-0.1,3,-7,0.0
COc1ccccc1-c1cc2nc(C)c(CCC(=O)NCC(OC)OC)c(C)n2n1,0.0,-4,-2,0.4
CCOCCn1cnc2sc(C(=O)Nc3cnc4ccccc4c3)c(C)c2c1=O,0.2,14,79*,1.2
CN(C)C(=O)NC(NC(=S)Nc1ccccc1)C(Cl)(Cl)Cl (centres undefined),-0.1&-0.1,17&-11,-2&-13,0.6&0.3
O=C(NCCN1Cc2ccccc2OC(c2ccccc2)C1)c1ccoc1 (centres undefined),0.0,15,-1,-1.1
O=c1nc2n(c3ccc([N+](=O)[O-])cc13)CCCC/C2=C\O,0.1,3,10,0.7
Cc1cnc(Oc2ccccc2)nc1NCc1cccnc1,-0.1,7,1,1.1
Cc1ccc(C)c(CN2CCC(c3nc4ccccc4[nH]3)CC2)c1,-0.1,-7,10,-1.5
CCCCCn1c(SCc2nc3ccccc3[nH]2)nc2cc(C(=O)NC3CCCCC3)ccc2c1=O,0.3,21,0,-0.2
COc1ccc(NC(=O)CCN2CCOCC2)c(OC)c1,0.1,-8,-1,0.3
CCOc1ccccc1N(CC(=O)Nc1ccc(S(=O)(=O)N2CCCCC2)cc1)S(=O)(=O)c1ccccc1,-0.1,8,6,1.3
Cn1c(=O)n(CC(=O)Nc2ccc(F)c(Cl)c2)c(=O)c2ccccc21,-0.1,0,-5,0.6
CCc1cccc(NS(=O)(=O)c2cc3c(cc2C)N(C)CCO3)c1,0.5,19,1,-1.7
COc1ccc(-n2c(C)cc(=O)cc2C)cc1,-0.1,-2,2,-0.3
Oc1ccc(CCNc2nc(NCc3ccc4c(c3)OCO4)nc3c2ncn3-c2ccccc2)cc1,0.5,4,-6,-2.9
Cc1ccccc1N1C(=O)c2ccc(C(=O)Nc3ccccc3C(=O)O)cc2C1=O,0.0,7,-1,0.6
CN(C)c1ccc(/C=C/CN2CCc3nnc(-c4ccccc4)n3CC2)cc1,0.5,15,-8,-1.4

# Whole records, quoted from the list. Values in the order: FBW7 act | MITF inh | TEAD-YAP block | GPR151 ag
# CN(C)c1ccnc(Cl)c1C#N is entered as 0.2 | -26 | 5 | -1.5
# CN(C)C(=O)NC(NC(=S)Nc1ccccc1)C(Cl)(Cl)Cl (centres undefined) is entered as -0.1&-0.1 | 17&-11 | -2&-13 | 0.6&0.3
# CCOc1ccccc1N(CC(=O)Nc1ccc(S(=O)(=O)N2CCCCC2)cc1)S(=O)(=O)c1ccccc1 is entered as -0.1 | 8 | 6 | 1.3
# CN(C)c1ccc(/C=C/CN2CCc3nnc(-c4ccccc4)n3CC2)cc1 is entered as 0.5 | 15 | -8 | -1.4

# Continuation:
SMILES,FBW7 act,MITF inh,TEAD-YAP block,GPR151 ag
CC(C)(C)n1nc2c(c1NC(=O)c1ccc3c(c1)OCO3)CSC2,0.1,13,-1,1.5
COc1ccccc1-n1sc2c(c1=S)-c1cc(C)c(C)cc1NC2(C)C,-0.1,18,-4,1.3
CC(C)n1cc(/C=C2/NC(=O)NC2=O)c2ccccc21,0.0,6,0,0.1
O=C(Nc1ccc2oc(-c3cncc(Br)c3)nc2c1)c1ccc([N+](=O)[O-])o1,0.4,7,3,-0.9
COc1ccc(CC(=O)Nc2cc(F)cc(F)c2)cc1OC,-0.1,-8,-8,1.4
Cc1ccc(-n2c(=S)sc3c(=O)n(-c4ccccc4C)c(=S)[nH]c32)cc1C,-0.2,-6,0,0.4
O=S(=O)(Nc1nc2ccccc2nc1Nc1ccc(Br)cc1)c1ccc(Cl)cc1,0.2,9,11,-0.6
CCOC(=O)c1c(-c2ccc(Cl)cc2)csc1NC(=O)c1ccco1,-0.1,2,5,-0.9
Cc1ccc(C(=O)NC2CCS(=O)(=O)C2)cc1S(=O)(=O)N1CCCCCC1 (centres undefined),0.1,-7,2,-0.2
CCC[C@@H]1C[C@@H](C(=O)N[C@H]([C@@H](C)O)[C@H]2O[C@H](SC)[C@H](O)[C@@H](O)C2O)N(C)C1 (some centres undefined),-0.2&0.2,-15&14,nt,0.6&0.0
COc1cccc(C2C(C(=O)OC(C)C)C(=O)CC(C)(O)C2C(=O)OC(C)C)c1 (centres undefined),0.4,0,4,0.1
N#Cc1c(SCC(=O)Nc2ccccc2C(F)(F)F)nsc1SCC(=O)Nc1ccccc1C(F)(F)F,-0.2,-6,-2,-0.1
CCCS(=O)(=O)N1CCCc2ccc(NC(=O)c3ccc(C)cc3)cc21,-0.1,-13,18,-1.2
Cc1cc(Cl)ccc1OCCCC(=O)OCC(=O)Nc1cccc(S(N)(=O)=O)c1,-0.1,-9,2,0.4
CN(C)C(=O)CSc1nnc(CNc2ccc(F)cc2)o1,0.0,3,6,-0.3
O=C(O)c1ccc(NC(=O)c2cc(Cl)nc3ccccc23)cc1,0.2,-1,3,0.0
Cc1ccc(C(=O)N/N=C/c2ccc(O)c(O)c2O)c(C)c1,-1.1,57*,-16,0.0
O=C(N/N=C/c1ccc(OC(=O)c2ccc3c(c2)OCO3)cc1)c1ccc2c(c1)OCO2,0.4,19,-12,-1.2
CC1=Nc2nc3c(c4c(C#N)c(N5CCCCC5)nc(c24)N1)CC(CCl)O3 (centres undefined),0.1,0,9,3.1
O=C1NC2(CCN(C(=O)c3cccc4nccnc34)CC2)Nc2ccccc21,0.0,9,4,-0.4
CCN1CCCC1CNC(=O)c1ccccc1Br (centres undefined),-0.1,10,6,0.3
O=C(Cc1ccc(-c2ccccc2)cc1)OCC(=O)N1CCCC1=O,0.3,11,-2,0.6
CC1=C(C(=O)Nc2ccccn2)C(c2ccc(Cl)cc2)n2nnnc2N1 (centres undefined),0.3,-13,-75,-0.3
CC(C)CCNC(=O)c1ccccc1I,-0.2,4,-13,0.8
CC(O)CNCC(=O)NCCc1ccc(Cl)cc1Cl (centres undefined),0.0,50,1,-1.3

# Six structures out of the list, arranged by length of the SMILES, lowest first.
SMILES,FBW7 act,MITF inh,TEAD-YAP block,GPR151 ag
COc1ccc(CC(=O)Nc2cc(F)cc(F)c2)cc1OC,-0.1,-8,-8,1.4
CC(C)n1cc(/C=C2/NC(=O)NC2=O)c2ccccc21,0.0,6,0,0.1
Cc1ccc(C(=O)N/N=C/c2ccc(O)c(O)c2O)c(C)c1,-1.1,57*,-16,0.0
CCCS(=O)(=O)N1CCCc2ccc(NC(=O)c3ccc(C)cc3)cc21,-0.1,-13,18,-1.2
O=C1NC2(CCN(C(=O)c3cccc4nccnc34)CC2)Nc2ccccc21,0.0,9,4,-0.4
Cc1cc(Cl)ccc1OCCCC(=O)OCC(=O)Nc1cccc(S(N)(=O)=O)c1,-0.1,-9,2,0.4

# More compounds
SMILES,FBW7 act,MITF inh,TEAD-YAP block,GPR151 ag
COc1ccc(/C=N/NS(=O)(=O)c2ccc(Cl)cc2)cc1,-0.1,4,2,-1.0
COc1ccc([N+](=O)[O-])cc1/C=C1/Sc2ccccc2C1=O,0.9,-12,-1,0.3
N#CCSc1nc(-c2cccs2)cc(C(F)(F)F)c1C#N,0.1,13,-16,2.8
O=C(/C=C/c1ccco1)NCC1CCCO1 (centres undefined),-0.2,10,-10,0.8
Cc1cc([N+](=O)[O-])cc2c1NC(c1cccnc1)C1CC=CC21 (centres undefined),-0.2,5,1,1.2
COC(=O)c1ccc(NC(=O)C(Cc2ccccc2)N2C(=O)C3C4CCC(C4)C3C2=O)cc1 (centres undefined),-0.2,0,4,2.0
COc1ccc2nc(N3CCCC(C(=O)NC4CC4)C3)sc2c1 (centres undefined),-0.1,-1,7,0.7
c1cnc2ccc(C(c3nnnn3C3CCCCC3)N3CCN4CCCC4C3)cc2c1 (centres undefined),0.1,5,3,-0.5
Cc1nc(CC(=O)c2ccc(O)c(O)c2O)cs1,-0.5,79*,-15,-1.0
Nc1nc(-c2cccc(Br)c2)cs1,-0.1,1,-37,1.7
COc1ccc(NC(=O)CSc2nc(C)cc(=O)[nH]2)cc1,-0.1&0.1,-6&-2,10&0,-0.1&-1.1
O=C(NCCO)c1cnc(-c2csc3ccccc23)s1,0.1,1,-15,0.1
CCOc1ccccc1NS(=O)(=O)c1ccc(C)cc1,0.3,20,0,0.2
O=C1CCC(=O)N1OCCOc1ccc2ccccc2c1Br,0.0,-16,-7,0.1
CC(=O)c1ccc(N2Cc3ccccc3C3(CCOCC3)C2=N)cc1,0.0,1,4,-0.3
CCc1ccc(C(=O)N2CCN3C(=O)[C@H](C)NC(=O)[C@H]3C2)cc1,-0.1,2,9,1.4
CN1CCc2c(sc3c2C(=O)NC(c2ccccc2F)N3)C1 (centres undefined),0.0,6,-2,-0.3
COc1cc(C2NC(=O)NC(C)=C2C(=O)OCCOC(C)C)ccc1O (centres undefined),1.5,29,5,0.4
N#CCn1nc(C(=O)O)c2ccccc2c1=O,-0.2,5,-2,-1.8
O=C(Cn1c(=O)oc2cc(S(=O)(=O)N3CCCC3)ccc21)N1CCCCC1,-0.1,4,11,0.6
CCCOc1ccc(C2C(C(=O)OCC)=CN(Cc3ccc(OC)cc3)C=C2C(=O)OCC)cc1,0.0,-1,-1,-0.3
CC1CCCN(Cc2nc3c(c(=O)n(C)c(=O)n3C)n2Cc2cccc(Cl)c2)C1 (centres undefined),0.0,4,10,-0.5
O=C(NC1CCN(Cc2ccccc2)CC1)c1ccc2cncc(-c3ccccc3)c2n1,-0.2,16,65*,1.3
OCCNC(=S)Nc1ccc(Nc2ccccc2)cc1,-0.2,-11,3,0.3
